# GalR3 antag = blocks the human galanin receptor 3; 360,000 compounds, 0.44% hits; O60755; AID 651719; HEK293 GalR3-CNG cAMP membrane potential fluorescence; galR3 body fused to GalR1 C-terminus; inhibition, % at 3 µM;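 active = inhibition above the screen-wide average plus 3 SD, cut at about 13% in these data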;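 also: forskolin and galanin both at EC90 stimulate the cells; cAMP rise reported by CNG channel membrane potential dye signal; 0% = forskolin plus galanin with DMSO and 100% = forskolin alone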
# Target sequence (O60755 1-299 limits assumed): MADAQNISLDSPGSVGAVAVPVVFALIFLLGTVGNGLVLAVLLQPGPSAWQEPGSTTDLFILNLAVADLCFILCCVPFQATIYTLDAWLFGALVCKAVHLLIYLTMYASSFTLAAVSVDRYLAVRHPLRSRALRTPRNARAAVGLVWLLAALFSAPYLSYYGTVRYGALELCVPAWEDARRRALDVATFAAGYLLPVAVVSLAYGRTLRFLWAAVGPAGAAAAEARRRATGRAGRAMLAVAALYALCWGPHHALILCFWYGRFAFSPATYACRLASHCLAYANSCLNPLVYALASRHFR
# MEKK3 PB1 HTS = MEKK3-MEK5 PB1 interaction, increase or decrease; Q99759; bead-based flow cytometry, Alexa488-MEK5 binding to MEKK3; actives lie on both sides; 0 = blocked by unlabeled MEK5, 100 = vehicle; binding response (% of control), % at 10 µM; 290,000 compounds, 1.4% hits;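 active = binding response more than 3 SD above or below the average of its plate-row segment, actives on both sides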;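 also: Alexa488 bead fluorescence after subtracting the streptavidin-only scavenger bead signal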
# NALP1 inh = NALP1 inhibition. S. cerevisiae NALP1/ASC/caspase-1 growth, X-gal OD620, 72 h. inhibition, % at 10 µM. 280,000 compounds, 0.61% hits. AID 2071; in the data active = inhibition mostly above about 24%, no sharp cut-off; inactive = mostly below about 32%; also: some compounds called inactive have numbers as strong as hits
# PHOSPHO1 inh = inhibitors of human PHOSPHO1 phosphatase; Q8TCT1; AID 1565; recombinant PHOSPHO1, absorbance phosphatase assay; 290,000 compounds, 1.1% hits; inhibition, % at 13.3 µM; in the data active = inhibition above about 60%
# Target sequence (Q8TCT1 whole entry, looked up): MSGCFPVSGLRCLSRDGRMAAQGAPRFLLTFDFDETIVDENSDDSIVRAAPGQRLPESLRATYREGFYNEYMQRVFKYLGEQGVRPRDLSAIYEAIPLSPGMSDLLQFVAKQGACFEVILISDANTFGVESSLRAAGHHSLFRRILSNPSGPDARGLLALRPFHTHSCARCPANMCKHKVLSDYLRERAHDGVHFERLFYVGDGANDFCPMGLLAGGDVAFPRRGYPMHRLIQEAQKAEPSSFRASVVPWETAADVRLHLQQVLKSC
# MEKK2 mut-MEK5 = signal of MEK5 binding to mutant human MEKK2 PB1 domain; bead flow cytometry, Alexa488-MEK5 binding to MEKK2 mutant; 290,000 compounds, 0.35% hits; AID 1530; percent response, % at 10 µM; in the data active = percent response above about 24%, passing the limit was not always enough; also: inactives centre near 1; some results filed as inactive read as strong as hits; reference of the scale not given here
# GPR7 antagonist = human neuropeptides B/W receptor 1 antagonism; inhibition, % at 4.4 µM; P48145; GPR7-expressing cells, fluorescence antagonist assay; AID 1861; 290,000 compounds, 1.1% hits; in the data active = inhibition above about 16%, passing the limit was not always enough;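 also: cells stimulated with the agonist NPW; 0% = agonist with vehicle and 100% = vehicle without agonist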
# Target sequence (P48145 whole entry, looked up): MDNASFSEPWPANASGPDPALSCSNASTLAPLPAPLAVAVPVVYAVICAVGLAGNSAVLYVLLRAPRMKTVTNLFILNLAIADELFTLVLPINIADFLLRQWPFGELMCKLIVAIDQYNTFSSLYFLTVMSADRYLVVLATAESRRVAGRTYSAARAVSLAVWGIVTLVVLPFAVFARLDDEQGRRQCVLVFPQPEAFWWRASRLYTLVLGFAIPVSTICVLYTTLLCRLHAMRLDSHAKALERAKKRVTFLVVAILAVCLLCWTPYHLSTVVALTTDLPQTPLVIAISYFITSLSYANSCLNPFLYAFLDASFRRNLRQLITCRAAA
# V1R ag counter = V1a receptor agonism, counter-screen for OXTR agonists; P37288; CHO-V1R cells, Fluo-8 calcium fluorescence, agonist mode; 0% DMSO, 100% 3 nM vasopressin; activation, % at 3 µM; 320,000 compounds, 0.25% hits;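 active = activation above the mean activation of all tested compounds plus 3 SD, per screening run, cut at about 20% in these data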;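 also: signal is peak over basal fluorescence ratio across a 100 second FLIPR read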
# OXTR ag = activates the human oxytocin receptor; P30559; CHO-OTR cells, Fluo-8 calcium fluorescence; normalized: DMSO 0%, oxytocin 100%; activation, % at 3 µM; 320,000 compounds, 0.32% hits; AID 2435;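 active = activation above the mean of all tested compounds plus 3 SD, cutoff set per screening run, cut at about 20% in these data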;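 also: peak over basal fluorescence ratio from a 100 s FLIPR kinetic read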
# MEKK2wt PB1 HTS = raises or lowers MEK5 binding to wildtype human MEKK2 PB1 domain; Q9Y2U5; bead flow cytometry, Alexa488-MEK5 binding to MEKK2 WT; actives lie on both sides; binding response (% of control), % at 10 µM; 290,000 compounds, 1.1% hits; in the data active = binding response below about 67% or above about 130%
# Active calls of the source: *; . = not tested or not shown.
nr	mol	GalR3 antag	MEKK3 PB1 HTS	NALP1 inh	PHOSPHO1 inh	MEKK2 mut-MEK5
1	O=C(CSc1nn(-c2ccc(F)cc2)c(=S)s1)NC(=O)NCc1ccco1	-3	80	11	83*	-5
2	COCCCNC(=O)c1c[nH]c2ccc(S(=O)(=O)N3CCC4(CC3)OCCO4)cc2c1=O	0	105	7	-4	-1
3	O=C(CN1CCN(C(=O)c2c(F)cccc2F)CC1)Nc1ccccc1F	0	101	9	12	13
4	CCOc1ccccc1NC(=O)N1CCCC1C(=O)Nc1nnc(CC)s1 (configuration not stated)	-3	98	5	28	1
5	CCC(=O)Nc1ccc(S(=O)(=O)Nc2cc(C)on2)cc1	-3	92	.	-13	1
6	O=C(O)CCC(=O)Nc1ccc(SSc2ccc(NC(=O)CCC(=O)O)cc2)cc1	-3	101	-9	-82	0
7	COc1ccc(OC)c(NC(=O)CSc2nnc(CNC(=O)c3ccccc3F)o2)c1	-9	103	-8	28	0
8	CCOC(=O)C1(CC2CC2)CCN(Cc2cnc(-c3ccc(OC)cc3)nc2)CC1	-6	107	-2	-20	29
9	Cc1ccc(C2=NC3(CCCCCC3)NC2=S)cc1	-1	99	2	-17	-3
10	C/C(=N\NC(=O)CSCc1ccc([N+](=O)[O-])cc1)c1cccc(Br)c1	-3	92	24	-10	-2

nr	GPR7 antagonist	V1R ag counter	OXTR ag	MEKK2wt PB1 HTS
1	-3	0.7	1.9	92
2	-24	-0.3	1.4	95
3	2	-0.3	0.1	107
4	-9	-0.2	-0.5	103
5	-9	0.3	0.2	95
6	-15	0.4	-0.7	100
7	-11	1.7	1.1	104
8	-13	0.5	-0.5	134
9	-3	-1.3	-1.8	99
10	5	2.5	1.1	90

# Record cards, from the list above:
# Shown for `COc1ccc(OC)c(NC(=O)CSc2nnc(CNC(=O)c3ccccc3F)o2)c1` → GalR3 antag = -9; MEKK3 PB1 HTS = 103; NALP1 inh = -8; PHOSPHO1 inh = 28; MEKK2 mut-MEK5 = 0; GPR7 antagonist = -11; V1R ag counter = 1.7; OXTR ag = 1.1; MEKK2wt PB1 HTS = 104
# Shown for `CCOc1ccccc1NC(=O)N1CCCC1C(=O)Nc1nnc(CC)s1` (configuration not stated) → GalR3 antag = -3; MEKK3 PB1 HTS = 98; NALP1 inh = 5; PHOSPHO1 inh = 28; MEKK2 mut-MEK5 = 1; GPR7 antagonist = -9; V1R ag counter = -0.2; OXTR ag = -0.5; MEKK2wt PB1 HTS = 103

# Part of the list above, with one line to a screen.
4. CCOc1ccccc1NC(=O)N1CCCC1C(=O)Nc1nnc(CC)s1 (configuration not stated)
5. CCC(=O)Nc1ccc(S(=O)(=O)Nc2cc(C)on2)cc1
6. O=C(O)CCC(=O)Nc1ccc(SSc2ccc(NC(=O)CCC(=O)O)cc2)cc1
7. COc1ccc(OC)c(NC(=O)CSc2nnc(CNC(=O)c3ccccc3F)o2)c1
8. CCOC(=O)C1(CC2CC2)CCN(Cc2cnc(-c3ccc(OC)cc3)nc2)CC1

Compound,4,5,6,7,8
GalR3 antag,-3,-3,-3,-9,-6
MEKK3 PB1 HTS,98,92,101,103,107
NALP1 inh,5,.,-9,-8,-2
PHOSPHO1 inh,28,-13,-82,28,-20
MEKK2 mut-MEK5,1,1,0,0,29
GPR7 antagonist,-9,-9,-15,-11,-13
V1R ag counter,-0.2,0.3,0.4,1.7,0.5
OXTR ag,-0.5,0.2,-0.7,1.1,-0.5
MEKK2wt PB1 HTS,103,95,100,104,134

# More compounds:
nr	mol	GalR3 antag	MEKK3 PB1 HTS	NALP1 inh	PHOSPHO1 inh	MEKK2 mut-MEK5
11	CCSc1nc(O)c(C2OC(=O)c3c2ccc(OC)c3OC)c(=O)n1CC (configuration not stated)	-1	109	18	6	6
12	c1coc(CSCc2cn3cccnc3n2)c1	1	104	0	36	3
13	CCN(c1cccc(C)c1)c1ncnc2nc[nH]c12	-1	100	.	10	7
14	O=C(O)Cc1c(C(=O)O)nnn1-c1ccc(Cl)cc1Cl	-4	104	6	16	-1
15	O=C(Nn1c(C2CCC2)nc2ccccc2c1=O)c1cccs1	-5	104	-11	-34	-13
16	COc1ccc(CN(C(=O)c2cc(=O)c3cc(C)cc(C)c3o2)C2CCS(=O)(=O)C2)cc1 (configuration not stated)	-3	93	12	19	-3
17	CCn1cc(C(=O)Nc2ncccc2O)c(=O)c2cc(F)c(N3CCN(C(=O)c4ccco4)CC3)cc21	3	102	-10	38	1
18	CCS(=O)(=O)N1CCCC(C(=O)NC2CCCCC2C)C1 (configuration not stated)	1	103	-4	13	5
19	COc1ccc(CN(CC(=O)NCc2ccccc2)C(=O)CCC(=O)Nc2cc(C)ccn2)cc1	-5	100	15	51	1
20	CN(C(=O)CC(=O)Nc1ccc(Cl)c(Cl)c1)c1ccccc1	-2	100	-15	37	-3

nr	GPR7 antagonist	V1R ag counter	OXTR ag	MEKK2wt PB1 HTS
11	-11	0.6	0.8	111
12	-2	-0.1	-0.4	108
13	-9	-0.6	-0.8	101
14	-6	1.3	0.3	96
15	-8	1.6	-1.9	95
16	-4	1.2	4.1	93
17	-13	0.7	0.0	104
18	-10	0.6	1.7	108
19	-10	1.9	3.1	97
20	2	0.9	0.7	94

# Later entries:
nr	mol	GalR3 antag	MEKK3 PB1 HTS	NALP1 inh	PHOSPHO1 inh	MEKK2 mut-MEK5
21	O=C(Cn1cnnn1)Nc1cccc([N+](=O)[O-])c1	-1	101	8	-5	7
22	Clc1nc2sccn2c1/C=N/n1cnc2ccccc21	-4	105	0	5	5
23	CCN1CCN(C(=O)c2cnn3c(C(F)F)cc(-c4ccc(C)cc4)nc23)CC1	1	101	21	-29	0
24	Cc1ccc(S(=O)(=O)N2CCC(=O)N2)cc1	-4	107	7	-7	5
25	Clc1ccc(CO/N=C/c2c(-c3ccccc3)nc3n2CCS3)c(Cl)c1	-8	104	4	4	0
26	O=C(c1ccccc1)c1c[nH]cc1-c1ccccc1	-7	90	-9	6	2
27	Cc1cc2nc(-c3ccc(SCC(=O)Nc4ccc(S(=O)(=O)NC5CC5)cc4)nc3)[nH]c2cc1C	11	126	25	0	0
28	CC1CN(C(=O)COc2ncnc3ccccc23)CC(C)O1 (configuration not stated)	4	103	24	15	5
29	O=C1CC(c2ccccc2)CC(O)=C1C=Nc1ccccc1O (configuration not stated)	-5	105	16	-12	-2
30	COc1cccc(C(=O)N2CCN(C(=O)COc3ccc4ccccc4c3)CC2)c1	-4	101	3	46	2

nr	GPR7 antagonist	V1R ag counter	OXTR ag	MEKK2wt PB1 HTS
21	-4	0.5	1.1	99
22	-11	0.3	-0.5	102
23	-4	-1.8	-1.7	102
24	-3	0.8	0.1	111
25	-18	0.7	0.2	108
26	1	-1.0	-1.6	100
27	-3	0.3	0.7	102
28	-1	0.9	0.5	107
29	-2	1.6	4.2	101
30	-3	3.3	5.5	105

# (list continues)
nr	mol	GalR3 antag	MEKK3 PB1 HTS	NALP1 inh	PHOSPHO1 inh	MEKK2 mut-MEK5
31	Cc1cccc(N2CCN(C(=O)c3ccc4c(c3)c(C)c(C)n4C)CC2C)c1 (configuration not stated)	3	100	12	15	2
32	COC(=O)c1c(NC(=O)CSc2nc3ccccc3c(=O)n2Cc2ccco2)sc(C)c1C	8	109	18	-9	0
33	Cc1ccccc1OCC(=O)NCCN1CCCC1	3	98	12	-1	2
34	O=S1(=O)N=C(N/N=C/c2cccs2)c2ccccc21	-10	109	-7	15	9
35	O=C(CCN1C(=O)/C(=C/c2cccs2)SC1=S)N1CCCCC1	11	98	17	32	0
36	COc1cc([N+](=O)[O-])ccc1NC(=O)NNC(=O)c1sccc1C	-1	105	4	31	9
37	CCN(CC)c1ccc(CNc2nc3ccccc3n2CCN2CCOCC2)cc1	-1	94	15	18	-6
38	Cn1c(O)c(N=NC(=O)c2ccccc2O)c2ccccc21	-2	108	-9	25	-5
39	Cc1cc(N2CCN(C)CC2)nc(=S)[nH]1	1	100	-1	12	-6
40	S=c1[nH]nc(-c2ccccc2)n1/N=C/c1ccc(Cl)cc1	-2	101	14	-24	3

nr	GPR7 antagonist	V1R ag counter	OXTR ag	MEKK2wt PB1 HTS
31	-8	-0.9	-0.9	100
32	-3	0.5	1.8	103
33	-17	0.6	0.0	109
34	-16	0.1	0.0	106
35	8	1.6	0.7	95
36	-2	0.8	-0.5	107
37	1	0.3	-1.3	97
38	-9	-0.6	-2.3	107
39	5	-0.1	1.0	97
40	-17	.	.	99

# The listing continues.
nr	mol	GalR3 antag	MEKK3 PB1 HTS	NALP1 inh	PHOSPHO1 inh	MEKK2 mut-MEK5
41	Cc1snc(SCC(=O)c2ccc(Cl)cc2)c1C#N	-3	94	2	84*	-3
42	CCNC(=S)N1CCN(CCN2C(=O)c3cccc4cccc(c34)C2=O)CC1	2	77	-26	51	2
43	Cc1cc(NC(=O)c2ccccc2)ncc1NC(=O)c1ccco1	-1	101	35	10	-1
44	CCSC1=N/C(=C\c2ccc(OC)cc2)C(=O)N1	1	102	35	2	2
45	Cn1c(CNC(=O)c2ccco2)nnc1SCC(=O)c1ccc(F)cc1	-2	105	7	38	7
46	Cc1cc(NC(=O)CCN2CCC(C)CC2)ccc1Br	-5	108	8	24	12
47	COc1ccccc1/C=N/NC(=O)c1csc(C)c1C	0	98	26	24	-1
48	O=C(Cc1ccccc1)Nc1ccc(NC(=O)c2ccco2)cc1	-9	105	19	35	-3
49	COc1ccccc1NS(=O)(=O)c1cc(NC(=O)c2cc(=O)[nH]c3ccccc23)ccc1N1CCOCC1	-2	97	.	11	1

nr	GPR7 antagonist	V1R ag counter	OXTR ag	MEKK2wt PB1 HTS
41	7	1.4	0.1	96
42	0	-0.4	0.9	99
43	-3	0.3	-0.3	103
44	-14	-1.7	-1.7	103
45	-3	0.1	0.0	110
46	10	.	.	119
47	-1	-1.6	-1.7	101
48	-3	0.1	12	101
49	14	0.7	0.3	98
